Screening results from PubChem BioAssay.
GASC1 inh: KDM4C (human) demethylase inhibition; Q9H3R0; GST-KDM4C 2-372, H3K9me3 peptide, LANCE TR-FRET; inhibition, % at 12.5 µM; 0.15% of 96,000 active; AID 720574;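 active = mean replicate inhibition above about 25%, with at least 55% of replicates also reaching it, limit read from the data, passing the limit was not always enough; inconclusive = only one of those two conditions met; inactive = neither condition met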
Target sequence (Q9H3R0 2-372 limits assumed): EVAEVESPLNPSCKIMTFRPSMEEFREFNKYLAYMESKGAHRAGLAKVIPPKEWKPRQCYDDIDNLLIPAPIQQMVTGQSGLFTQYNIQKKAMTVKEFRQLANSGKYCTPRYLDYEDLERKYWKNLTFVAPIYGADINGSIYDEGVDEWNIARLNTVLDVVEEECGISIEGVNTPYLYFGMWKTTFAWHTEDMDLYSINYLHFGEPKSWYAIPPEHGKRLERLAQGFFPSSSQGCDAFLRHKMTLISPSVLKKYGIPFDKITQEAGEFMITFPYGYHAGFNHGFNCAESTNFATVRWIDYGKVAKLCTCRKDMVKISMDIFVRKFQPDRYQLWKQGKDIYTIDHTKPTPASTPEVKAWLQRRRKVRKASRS
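System: N-terminal GST-fused human GASC-1 (KDM4C) fragment, residues 2-372; amount: enzyme final amount 10 nM; incubation: reaction 30 min RT, detection step 1 h RT; medium: HEPES buffer, pH 7.5, plus ascorbate; technique: LANCE TR-FRET, Eu antibody, ULight-streptavidin, EDTA, ex 340 nm, em 618/671 nm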
C diff growth: inhibitors of Clostridium difficile growth; Clostridium difficile clinical isolate growth, OD600, 24 h; stronger effect = lower value; growth activity, negative = inhibition, % at 16 µg/mL (by protocol); 0.25% of 86,000 active; AID 1259249;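 active = mean growth activity at or below -80% and every replicate also at or below -80%; inconclusive = mean at or below -80% but some replicate above -80%; inactive = mean growth activity above -80%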;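 also: 0% = DMSO wells and -100% = levofloxacin 16 µg/mL wells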
T cruzi growth: blocks T. cruzi growth in NIH3T3 culture; T. cruzi beta-gal in NIH3T3, GalScreen luminescence, 90 h; inhibition, % at 8.34 µM; 5.9% of 77,000 active; AID 624255;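 active = mean inhibition above about 93%, with at least 55% of replicates each passing it, limit read from the data, passing the limit was not always enough; inconclusive = only one of those two conditions holds; inactive = neither condition holds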
Pf Dd2 inh: inhibitors of Plasmodium falciparum Dd2 growth | P. falciparum Dd2 growth, SYBR Green, 72 h; stronger effect = lower value | activity change, % at 10 µM | 2.3% of 94,000 active | AID 1159554; in the data active = activity change below about -80%; inconclusive = no clear call, values can overlap the other calls
* = called active by the depositor; u = inconclusive; x = not tested or not shown.

SMILES	GASC1 inh	C diff growth	T cruzi growth	Pf Dd2 inh
C[C@H](CO)N1C[C@H](C)[C@H](CN(C)S(=O)(=O)c2cccs2)Oc2ccc(NC(=O)Cn3cnnn3)cc2CC1=O	-0.5	-4	11	-12
C[C@@H]1CCCCO[C@H](CN(C)C)[C@@H](C)CN([C@H](C)CO)C(=O)c2cc(NC(=O)c3ccncc3)ccc2O1	-0.8	0	87	41
COc1ccccc1C(=O)Nc1ccc2c(c1)OC[C@H](C)N(C)C[C@H](C)[C@H](OC)CN(C)C2=O	0.3	x	-49	-16
O=C(C[C@@H]1C[C@@H]2c3cc(NC(=O)C4CCOCC4)ccc3O[C@@H]2[C@@H](CO)O1)NCc1ccc(Cl)cc1	-2.2	1	31	5
O=C(NC[C@@H]1[C@H](c2ccccc2)[C@H](CO)N1Cc1ccccn1)C1CCC1	-0.1	-2	-23	-20
C[C@@H]1CCCCO[C@H](CN(C)C(=O)Nc2cccc3ccccc23)[C@@H](C)CN([C@H](C)CO)C(=O)c2cc(NC(=O)CCC(F)(F)F)ccc2O1	0.1	3	44	-14
C[C@@H]1CN([C@@H](C)CO)C(=O)Cc2cc(NS(C)(=O)=O)ccc2O[C@@H]1CN(C)CC1CC1	2.7	-4	-15	19
Cc1noc(C)c1NC(=O)N[C@@H]1CC[C@H](CCNC(=O)C2CC2)O[C@@H]1CO	-0.1	-5	x	10
COc1cccc(CNC(=O)C[C@H]2CC[C@@H]3[C@@H](COc4ccc(NS(=O)(=O)c5ccccc5F)cc4C(=O)N3C)O2)c1	-0.9	-16	-4	9
CNC[C@H]1OCCCC[C@H](C)Oc2ccc(NS(=O)(=O)c3c(C)noc3C)cc2C(=O)N([C@@H](C)CO)C[C@H]1C	0.4	2	-7	11
O=C(C[C@@H]1CC[C@H]2[C@@H](COC[C@@H](O)CN2S(=O)(=O)c2ccccc2)O1)N1CCc2ccccc2C1	-1.3	x	37	-4
CC(C)NC(=O)Nc1ccc2c(c1)C(=O)N([C@@H](C)CO)C[C@@H](C)[C@@H](CN(C)C(=O)Nc1cccc3ccccc13)O2	0.0	2	22	8
O=C(CCN1CCCCC1)NCC[C@H]1CC[C@@H](NC(=O)C2CC2)[C@@H](CO)O1	0.9	6	x	-8
C[C@@H]1CCCCO[C@H](CN(C)C(=O)c2ccncc2)[C@@H](C)CN([C@H](C)CO)C(=O)c2cc(NS(=O)(=O)c3ccc(F)cc3)ccc2O1	0.3	x	-10	15
O=C(N[C@@H]1CC[C@H](CC(=O)N2CCOCC2)O[C@@H]1CO)c1ccccn1	-2.1	2	-2	13
COc1ccccc1-c1ccccc1[C@H]1[C@H](C#N)N(C(=O)C2CC2)[C@H]1CO	-1.8	-10	x	22
CC(C)CC#Cc1cnc2c(c1)C(=O)N([C@H](C)CO)C[C@H](C)[C@@H](CN(C)C(=O)c1ccc3c(c1)OCO3)O2	-1.0	-9	46	-50
Cc1ccc(S(=O)(=O)Nc2ccc3c(c2)CC(=O)N([C@H](C)CO)C[C@@H](C)[C@@H](CN(C)S(=O)(=O)c2ccc(F)cc2)O3)cc1	-5.0	-6	70	-13
C[C@@H]1CN([C@@H](C)CO)C(=O)c2cccc(NS(=O)(=O)c3cccs3)c2O[C@H]1CN(C)C(=O)Nc1cccc2ccccc12	1.3	x	-80	19
Cc1noc(C)c1NC(=O)N(C)C[C@@H]1Oc2ccc(NS(=O)(=O)c3c(C)noc3C)cc2CC(=O)N([C@H](C)CO)C[C@H]1C	1.8	-2	-41	9
C[C@H]1CCCCO[C@H](CN(C)C)[C@@H](C)CN([C@@H](C)CO)C(=O)c2cc(NS(=O)(=O)c3ccc(F)cc3)ccc2O1	1.1	-2	10	-19
C[C@@H]1CN([C@@H](C)CO)C(=O)c2cc(C#CCN(C)C)cnc2O[C@H]1CN(C)C(=O)NC1CCCC1	5.3	-7	-38	15
CO[C@@H]1CN(C)C(=O)c2ccc(NS(=O)(=O)c3cccc(Cl)c3)cc2OC[C@@H](C)N(C(=O)Cc2cccnc2)C[C@H]1C	5.4	x	x	-16
C[C@@H]1CN([C@@H](C)CO)C(=O)c2cc(NS(=O)(=O)c3ccccc3)ccc2O[C@@H](C)CCCCO[C@H]1CN(C)C(=O)c1ccncc1	0.3	x	-39	8
CN1C(=O)c2cc(NC(=O)c3cccc(F)c3)ccc2OC[C@@H]2O[C@@H](CC(=O)NCC3CC3)CC[C@@H]21	7.6	1	x	-33
C[C@@H]1CCCCO[C@@H](CN(C)Cc2ccc3c(c2)OCO3)[C@@H](C)CN([C@H](C)CO)C(=O)c2cc(NC(=O)c3ccncc3)ccc2O1	17	7	26	5
CC(C)(O)C#Cc1ccc([C@@H]2[C@@H](CO)N3CCCCN(C(=O)c4cccc(F)c4)C[C@@H]23)cc1	-1.0	1	113*	27
C[C@@H]1CN([C@H](C)CO)C(=O)c2cc(C#CC3CC3)cnc2O[C@@H]1CN(C)S(C)(=O)=O	-1.2	x	19	-19
O=C(c1ccccn1)N1CC2(C1)[C@H](c1ccccc1)[C@@H](CO)N2C(=O)C1CCC1	-0.9	2	x	-9
C[C@@H]1CN([C@@H](C)CO)S(=O)(=O)c2ccc(C#CC3CC3)cc2O[C@H]1CN(C)CC1CCOCC1	0.4	1	109*	-36
COCCNC(=O)c1cc2c(c(-c3cccc(-c4ccc(C#N)cc4)c3)n1)[C@H](CCO)N(C(=O)CC1CC1)C2	0.3	5	x	-54
O=C(c1ccncc1)N1C[C@@H]2[C@H](c3ccccc31)[C@@H](CO)N2C(=O)CN1CCOCC1	0.1	12	44	-22
C[C@@H]1CN([C@@H](C)CO)C(=O)c2cccc(NS(=O)(=O)c3ccc(F)cc3)c2O[C@H]1CN(C)C	0.1	-5	x	0
C[C@@H]1CN([C@H](C)CO)C(=O)c2cc(NC(=O)CCCCCC(=O)Nc3ccccc3N)ccc2O[C@H]1CN(C)S(=O)(=O)c1cccs1	0.0	0	x	30
C[C@H](CO)N1C[C@H](C)[C@@H](CN(C)Cc2ccccc2)Oc2ccc(NS(=O)(=O)c3cccs3)cc2C1=O	2.1	0	28	-3
CC(C)NC(=O)N[C@@H]1C[C@@H]2O[C@H](CO)CC[C@@H]2O[C@@H]1CCc1ccc(-c2ccccc2F)cc1	x	-12	x	-7
C[C@@H]1CCCCO[C@H](CN(C)C(=O)Nc2ccc(C(F)(F)F)cc2)[C@@H](C)CN([C@@H](C)CO)C(=O)c2cc(NC(=O)Nc3cccc4ccccc34)ccc2O1	7.5	-15	87	-88*
COc1ccc(S(=O)(=O)Nc2ccc3c(c2)C(=O)N([C@H](C)CO)C[C@@H](C)[C@@H](CN(C)C(=O)NC(C)C)O3)cc1	-0.4	-1	-2	6
COc1ccc(NC(=O)N[C@@H]2CC[C@H](CCn3cc(-c4ccc(F)cc4)nn3)O[C@@H]2CO)cc1	-1.4	-6	x	-50
C[C@@H]1CN([C@H](C)CO)C(=O)c2cc(Br)cnc2O[C@@H]1CN(C)C(=O)c1cccc(F)c1	-0.8	5	17	50
CCCNC(=O)N(C)C[C@@H]1Oc2cc(C#Cc3cccc(F)c3)ccc2S(=O)(=O)N([C@@H](C)CO)C[C@@H]1C	-0.8	-21	117*	-45
C/C=C/c1ccc2c(c1)O[C@@H](CN(C)Cc1ccccc1F)[C@H](C)CN([C@H](C)CO)S2(=O)=O	2.2	40	114*	-5
C[C@@H]1CCCCO[C@H](CN(C)Cc2ccncc2)[C@H](C)CN([C@H](C)CO)C(=O)c2cc(NS(=O)(=O)c3cccs3)ccc2O1	0.8	0	33	-33
CC(C)C#Cc1cnc2c(c1)C(=O)N([C@@H](C)CO)C[C@H](C)[C@H](CN(C)C(=O)c1cccc(F)c1)O2	-0.5	2	33	-20
C[C@@H]1CCCCO[C@H](CN(C)S(=O)(=O)c2ccc(Cl)cc2)[C@H](C)CN([C@H](C)CO)C(=O)c2cc(NC(=O)NC3CCCCC3)ccc2O1	-0.6	-6	92	x
C[C@@H]1CN([C@H](C)CO)C(=O)CCCn2cc(nn2)CO[C@@H]1CN(C)CC1CCCC1	0.5	x	-27	3
CC(C)NC(=O)N1[C@@H]2Cn3c(cccc3=O)[C@H]1[C@@H](C(=O)N1CCC(Cc3ccccc3)CC1)[C@@H]2CO	-1.0	-4	x	34
C[C@@H]1CN([C@@H](C)CO)C(=O)c2cccc(NC(=O)c3nc4ccccc4s3)c2O[C@H]1CN(C)S(=O)(=O)c1ccc(Cl)cc1	-1.6	2	62	-62
C[C@@H]1CN([C@@H](C)CO)C(=O)c2cccc(NC(=O)CCCCCC(=O)Nc3ccccc3N)c2O[C@@H]1CN(C)S(=O)(=O)c1ccccc1	0.4	-4	x	-90*
C[C@H](CO)N1C[C@H](C)[C@@H](CN(C)Cc2ccc(Oc3ccccc3)cc2)Oc2ccc(NC(=O)Nc3ccc(C(F)(F)F)cc3)cc2CC1=O	-1.3	3	46	u
CNC[C@H]1Oc2cc(-c3cncnc3)ccc2S(=O)(=O)N([C@@H](C)CO)C[C@@H]1C	-0.5	-2	65	x
C[C@@H]1CCCCO[C@H](CN(C)Cc2ccc(Cl)c(Cl)c2)[C@@H](C)CN([C@H](C)CO)C(=O)c2cc(NC(=O)Nc3cccc4ccccc34)ccc2O1	0.5	0	u	1
Cc1ccc(S(=O)(=O)N(C)C[C@H]2Oc3ccc(NS(=O)(=O)c4ccc(F)cc4)cc3C(=O)N([C@H](C)CO)C[C@H]2C)cc1	0.5	-21	60	6
CC(C)NC(=O)Nc1ccc2c(c1)C(=O)N(C)[C@@H]1CC[C@@H](CC(=O)NCC(F)(F)F)O[C@@H]1CO2	-0.7	-4	-5	20
CN1C(=O)c2cc(NC(=O)NCc3ccccc3)ccc2OC[C@@H]2O[C@H](CC(=O)NCC3CCCCC3)CC[C@H]21	2.4	-2	20	-11
NCC[C@@H]1CC[C@@H](NS(=O)(=O)Cc2ccccc2)[C@H](CO)O1	-0.6	x	1	9
COc1cccc(CN2CC3(CN(CC4CC4)C3)c3c([nH]c4cc(OC)ccc34)[C@@H]2CO)c1	-0.5	7	x	-58
C[C@H]1CN([C@@H](C)CO)S(=O)(=O)c2ccc(/C=C/c3ccccc3)cc2O[C@H]1CN(C)Cc1ccccc1	x	8	110*	-18
C[C@@H]1CN([C@@H](C)CO)C(=O)Cc2cc(NC(=O)NC3CCCCC3)ccc2O[C@@H]1CN(C)Cc1ccc(C(=O)O)cc1	-2.1	-1	2	12
CC(C)NC(=O)N(C)C[C@@H]1Oc2ccc(NS(=O)(=O)c3cn(C)cn3)cc2C(=O)N([C@@H](C)CO)C[C@@H]1C	13	-4	38	-5

Three successive entries out of the list so far, for reference:
SMILES	GASC1 inh	C diff growth	T cruzi growth	Pf Dd2 inh
C[C@H]1CN([C@@H](C)CO)S(=O)(=O)c2ccc(/C=C/c3ccccc3)cc2O[C@H]1CN(C)Cc1ccccc1	x	8	110*	-18
C[C@@H]1CN([C@@H](C)CO)C(=O)Cc2cc(NC(=O)NC3CCCCC3)ccc2O[C@@H]1CN(C)Cc1ccc(C(=O)O)cc1	-2.1	-1	2	12
CC(C)NC(=O)N(C)C[C@@H]1Oc2ccc(NS(=O)(=O)c3cn(C)cn3)cc2C(=O)N([C@@H](C)CO)C[C@@H]1C	13	-4	38	-5

Individual results from the list.
C diff growth with C[C@H]1CN([C@@H](C)CO)S(=O)(=O)c2ccc(/C=C/c3ccccc3)cc2O[C@H]1CN(C)Cc1ccccc1 stands at 8
T cruzi growth with C[C@@H]1CN([C@@H](C)CO)C(=O)Cc2cc(NC(=O)NC3CCCCC3)ccc2O[C@@H]1CN(C)Cc1ccc(C(=O)O)cc1 stands at 2

(list continues)
SMILES	GASC1 inh	C diff growth	T cruzi growth	Pf Dd2 inh
COc1cccc(S(=O)(=O)N[C@@H]2CC[C@H](CC(=O)NCc3ccncc3)O[C@H]2CO)c1	-1.2	x	15	6
CO[C@H]1CN(C)C(=O)c2cc(NC(=O)Cc3ccccc3)ccc2OC[C@@H](C)N(CC2CC2)C[C@H]1C	-0.9	-1	-66	-19
COc1ccc(NC(=O)Nc2ccc3c(c2)C(=O)N([C@H](C)CO)C[C@@H](C)[C@H](CN(C)S(=O)(=O)c2ccc(OC)cc2)OCCCC[C@@H](C)O3)cc1	0.8	4	105*	-73
CCCN1C[C@@H](C)[C@H](OC)CN(C)C(=O)c2ccc(NC(=O)Nc3cccc(F)c3)cc2OC[C@@H]1C	0.4	x	-18	-34
C/C=C/c1ccc(C2[C@@H]3CN(Cc4cccc(OC)c4)C[C@H]2N3)cc1 (stereo partly specified)	-0.3	7	x	-19
C[C@H](CO)N1C[C@H](C)[C@@H](CN(C)Cc2ccc(C(F)(F)F)cc2)Oc2ccc(NC(=O)Cn3cnnn3)cc2CC1=O	0.3	1	93	-60
CNC[C@H]1OCCCC[C@H](C)Oc2ccc(NS(=O)(=O)c3ccc(OC)cc3)cc2C(=O)N([C@H](C)CO)C[C@@H]1C	-0.5	-1	7	x
